BoNT-A LC inh2: BoNT/A light chain protease inhibitors, primary screen, biochemical, flow cytometry, MLPCN library | multiplex microsphere protease substrate cleavage | inhibition, % at 10 µM | actives 0.17% (n = 360,000); in the data active = inhibition above about 30%; inconclusive = no clear call, values can overlap the other calls; note: plate controls were buffer without enzyme for full effect and enzyme alone for no effect
BoNT F protease: BoNT/F light chain protease inhibitors, primary screen, biochemical, flow cytometry, MLPCN library; Botulinum neurotoxin type F light chain protease (Clostridium botulinum); Multiplex microsphere protease cleavage assay; inhibition, % at 10 µM; actives 0.22% (n = 360,000); AID 588497, 2011; in the data active = inhibition above about 35%, passing the limit was not always enough; inconclusive = no clear call, values can overlap the other calls; note: plate controls were buffer without enzyme for full effect and enzyme alone for no effect
FBA Mtb inh: Mtb FBA enzyme inhibitors, primary screen, biochemical, fluorescence, strain H37Rv | Fructose-bisphosphate aldolase (Mycobacterium tuberculosis (strain ATCC 25618 / H37Rv)), … | purified M. tuberculosis FBA, fluorescence read-out | inhibition, % at 1 µM | actives 2.3% (n = 360,000) | AID 588726, 2011; in the data active = inhibition above about 27%;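 note: 0% = vehicle and 100% = reference inhibitor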
Target sequence (P9WQA3 whole entry, looked up): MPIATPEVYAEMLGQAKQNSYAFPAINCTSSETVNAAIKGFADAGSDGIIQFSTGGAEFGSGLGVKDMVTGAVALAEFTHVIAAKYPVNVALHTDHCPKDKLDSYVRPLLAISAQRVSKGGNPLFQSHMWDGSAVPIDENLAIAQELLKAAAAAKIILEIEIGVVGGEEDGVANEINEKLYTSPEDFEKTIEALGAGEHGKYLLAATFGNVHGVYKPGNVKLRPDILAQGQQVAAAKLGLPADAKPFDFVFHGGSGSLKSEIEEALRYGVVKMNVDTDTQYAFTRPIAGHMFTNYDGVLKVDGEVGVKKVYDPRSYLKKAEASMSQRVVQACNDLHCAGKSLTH
GDH-TPI inh: GDH-TPI coupling enzyme inhibitors, primary screen, artefact control for M. tuberculosis FBA inhibitor project, biochemical, absorbance, full deck; GDH-TPI coupled enzyme counterscreen, NADH absorbance; inhibition, % at 4.8 µM; actives 1.2% (n = 360,000); AID 588335, 2011;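 note: 0% = DMSO wells and 100% = wells lacking the enzyme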
UGM FP inh: M. tuberculosis UGM enzyme inhibitors, primary screen, biochemical, fluorescence polarization, single point. UDP-galactopyranose mutase (Mycobacterium tuberculosis (strain ATCC 25618 / H37Rv)), …. purified UGM, fluorescence polarization probe displacement. inhibition, % at 10 µM. actives 0.06% (n = 320,000). AID 504406, 2011; in the data active = inhibition above about 10%, passing the limit was not always enough; inconclusive = no clear call, values can overlap the other calls
Target sequence (P9WIQ1 whole entry, looked up): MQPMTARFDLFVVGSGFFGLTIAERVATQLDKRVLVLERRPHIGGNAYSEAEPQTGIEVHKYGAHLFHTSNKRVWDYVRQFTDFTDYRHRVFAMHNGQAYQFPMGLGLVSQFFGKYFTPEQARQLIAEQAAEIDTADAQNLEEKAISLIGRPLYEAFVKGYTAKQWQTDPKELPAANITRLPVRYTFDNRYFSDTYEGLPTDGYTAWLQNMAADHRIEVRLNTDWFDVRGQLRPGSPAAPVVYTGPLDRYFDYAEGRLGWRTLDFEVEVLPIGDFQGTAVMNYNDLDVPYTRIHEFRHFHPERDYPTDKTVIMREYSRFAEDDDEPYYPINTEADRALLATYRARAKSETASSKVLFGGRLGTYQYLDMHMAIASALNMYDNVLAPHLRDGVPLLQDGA
FadD28 binding: inhibitors of FadD28 bisubstrate probe binding, primary screen, biochemical, fluorescence polarization, single point. inhibition, % at 12.5 µM. Mycobacterium tuberculosis FadD28 fatty-acid-AMP ligase. actives 0.22% (n = 360,000); in the data active = inhibition above about 8.5%, passing the limit was not always enough; inconclusive = no clear call, values can overlap the other calls
CCHFV vOTU inh: CCHFV vOTU protease inhibitors, primary screen, biochemical, Pep-AMC substrate, fluorescence; Crimean-Congo hemorrhagic fever virus L polyprotein viral ovarian tumor (vOTU) protease …; inhibition, % at 11.5 µM; actives 0.55% (n = 370,000); AID 651958, 2012; note: 0% = vehicle wells with enzyme and 100% = no enzyme wells
PrPC TRFRET: inhibitors of human cell surface prion protein PrPC, primary screen, cell-based, TR-FRET. Major prion protein (Homo sapiens), P04156. TR-FRET read-out. inhibition, % at 13.8 µM. actives 0.43% (n = 370,000); in the data active = inhibition above about 24%; note: 0% = median of the test wells and 100% = reference compound wells
BioA inh: M. tuberculosis BioA enzyme inhibitors, primary screen, biochemical, plate reader, single point, HTS | 7,8-diaminopelargonic acid synthase BioA (Mycobacterium tuberculosis) | purified M. tuberculosis BioA enzyme | inhibition, % at 9.99 µM | actives 0.096% (n = 360,000) | AID 602481, 2012; in the data active = inhibition above about 40%; inconclusive = no clear call, values can overlap the other calls
The depositor's hits bear a star; ? = inconclusive; . = no result given. Cut-off read from the data, not from the text of the source, unless noted: active = inhibition above about 30%; inactive = the rest. The order is random; about 4.8% have a hit in one of these screens.

SMILES	BoNT-A LC inh2	BoNT F protease	FBA Mtb inh	GDH-TPI inh	UGM FP inh	FadD28 binding	CCHFV vOTU inh	PrPC TRFRET	BioA inh
COc1ccc(S(=O)(=O)NC(CCSC)C(=O)NC2CCCCC2)cc1 (configuration not stated)	-0.2	-5	-1	4	-0.7	-0.4	-5	-9	.
O=C(CC1C(=O)NCCN1Cc1cccc(Oc2ccccc2)c1)NCCCn1cccn1 (configuration not stated)	0.4	-2	0	1	1.9	-2.1	23	-7	-1.5
Oc1ccc(-c2cccc(-c3ccc(O)cc3)n2)cc1	-0.3	1	3	16	-1.1	0.7	2	4	.
CC1CCN(C(=O)CCN2C(=O)/C(=C/c3cccs3)SC2=S)CC1	9.5	8	2	7	0.5	-1.3	-4	-2	-1.6
COc1cccc(C2C3CN(C)CC=C3C(C#N)=C(N)C2(C#N)C#N)c1OC (configuration not stated)	0.5	-9	6	8	4.3	-1.5	2	-1	-7.2
O=C(CCc1nnc(Cc2ccc3c(c2)OCO3)o1)N(CC1CCC1)CC1CCCO1 (configuration not stated)	-1.6	-7	-4	5	-4.9	-1.5	-2	8	5.0
CCC(C)NC(=O)c1n[nH]c(=O)c2ccccc12 (configuration not stated)	-0.1	-4	2	4	0.1	-0.9	8	7	0.0
C=C(C)n1c(=O)[nH]c2ccccc21	-0.1	-19	2	7	-0.8	1.2	11	4	1.0
CN(C)CCCNc1ncnc2sc(-c3ccccc3)cc12	-0.5	3	20	6	1.6	-11	-10	-7	2.4
O=C(Cn1cc(C(=O)C2CC2)c2ccccc21)Nc1ccccc1Cl	-2.7	-7	0	4	-2.4	-1.6	12	9	1.4
CCCc1ccc(OCCNC(=O)c2ccccc2Br)cc1	?	?	-1	6	0.0	-0.2	6	3	1.4
COC(=O)c1ccccc1NC(=O)Cn1cnc2c1c(=O)n(C)c(=O)n2C	0.3	-1	-8	1	-2.9	-3.7	2	2	0.0

Next part, starting with the last 5 of the part before.
SMILES	BoNT-A LC inh2	BoNT F protease	FBA Mtb inh	GDH-TPI inh	UGM FP inh	FadD28 binding	CCHFV vOTU inh	PrPC TRFRET	BioA inh
C=C(C)n1c(=O)[nH]c2ccccc21	-0.1	-19	2	7	-0.8	1.2	11	4	1.0
CN(C)CCCNc1ncnc2sc(-c3ccccc3)cc12	-0.5	3	20	6	1.6	-11	-10	-7	2.4
O=C(Cn1cc(C(=O)C2CC2)c2ccccc21)Nc1ccccc1Cl	-2.7	-7	0	4	-2.4	-1.6	12	9	1.4
CCCc1ccc(OCCNC(=O)c2ccccc2Br)cc1	?	?	-1	6	0.0	-0.2	6	3	1.4
COC(=O)c1ccccc1NC(=O)Cn1cnc2c1c(=O)n(C)c(=O)n2C	0.3	-1	-8	1	-2.9	-3.7	2	2	0.0
O=C(c1cnc2nc3ccccc3n2c1)c1cc(F)ccc1O	0.5	-7	2	9	2.8	-1.3	-16	-1	.
CCC1(C)C(Nc2c(C)cccc2C)=NC(=S)N1c1ccc(NC(C)=O)cc1 (configuration not stated)	0.7	9	1	4	.	-2.9	0	-3	.
O=C(CCC(=O)N1CCN(C(=O)c2ccco2)CC1)c1ccc(F)cc1	1.1	-5	1	4	0.1	-2.9	-5	-9	.
COCc1c(C(=O)OCC(=O)N2CCCC2=O)oc2ccccc12	0.2	4	9	-2	-0.1	-0.3	8	-10	0.8
CSCCC(NC(=O)C12CC3CC(CC(C3)C1)C2)C(=O)OCC(=O)c1ccccc1 (configuration not stated)	0.3	-3	0	3	1.6	0.3	1	3	.
COc1cc(CCC(=O)OCC(=O)Nc2ccccc2OC(F)F)cc(OC)c1OC	-2.4	0	-2	7	-0.2	-1.1	-3	7	.
CCCCC[C@@H](O)c1cc2ccccc2c(=O)o1	-0.5	-7	-2	-1	4.6	-1.0	1	0	1.4
CCN(C(=O)COC(=O)c1cc(-c2ccccc2)nc2ccc(Br)cc12)C1CCS(=O)(=O)C1 (configuration not stated)	3.2	5	3	9	0.3	-1.3	8	15	.
CN1C[C@@H]2C(c3ccc(Cl)nc3)C3(c4cccnc4)CC2(C3)[C@H]1c1ccccc1 (some centres not stated)	0.4	-1	-2	6	2.9	-3.4	-12	-5	-1.0
Clc1ccccc1Cn1nnc2c(N3CCCC3)ncnc21	-1.1	-2	1	4	3.4	-2.2	-9	-4	-1.1
Cc1ccc(NC(=O)CS(=O)CC(=O)Nc2ccc3c(c2)OCO3)cc1Cl (configuration not stated)	0.1	10	-1	14	-1.1	0.1	-1	5	1.0
C=CCn1c(C)cc(-c2csc(N)n2)c1C	1.7	-164	-5	7	0.1	-4.7	-6	-8	.

Taken from above.
BoNT-A LC inh2 with `O=C(c1cnc2nc3ccccc3n2c1)c1cc(F)ccc1O` = 0.5
FBA Mtb inh with `O=C(Cn1cc(C(=O)C2CC2)c2ccccc21)Nc1ccccc1Cl` = 0
BoNT-A LC inh2 with `COc1cccc(C2C3CN(C)CC=C3C(C#N)=C(N)C2(C#N)C#N)c1OC` (configuration not stated) = 0.5

The listing continues:
SMILES	BoNT-A LC inh2	BoNT F protease	FBA Mtb inh	GDH-TPI inh	UGM FP inh	FadD28 binding	CCHFV vOTU inh	PrPC TRFRET	BioA inh
Cc1ccccc1S(=O)(=O)N1C[C@H]2CON(C)[C@H]2C[C@H]1c1cccc(-c2ccc(C#N)cc2)c1	0.3	-4	-2	-9	.	-5.1	-1	-2	-1.0
N#CC1(NC(=O)COC(=O)c2nc(Cl)c(Cl)c(N)c2Cl)CCCCC1	0.6	-13	1	-8	0.6	-4.4	15	3	0.8
O=C(CSc1ccc2c(c1)OCCO2)Nc1ccc2c(c1)OCO2	0.3	-6	-8	-4	-3.6	-1.7	.	.	11
CCC(=O)Nc1ccc(S(=O)(=O)Nc2ccccn2)cc1	-0.2	-7	4	4	2.3	1.7	-11	4	.
CN(C)S(=O)(=O)c1cccc(-c2cn3ccccc3n2)c1	-0.6	-18	8	3	-2.0	-0.6	-2	1	0.0
COc1cccc(C(=O)NNC(=O)C(=O)Nc2ccc(C)c(Cl)c2)c1	-1.6	-2	1	8	-2.1	-1.8	25	3	-2.3
COc1ccc(-c2nc3ccccc3s2)cc1NC(C)=O	0.6	-1	73*	39*	0.0	-2.7	-40	-3	.
COc1cccc(NC(=O)C2CCCN(S(=O)(=O)c3cccc4nsnc34)C2)c1 (configuration not stated)	-0.5	-22	-4	7	0.8	-0.6	-2	-30	-4.7
COc1ccc(C(=O)C[n+]2cccc(C)c2C)cc1[N+](=O)[O-]	-0.2	2	-2	2	-0.3	-2.5	-2	-6	.
CCOC(=O)N1CCN(C(=O)CSc2nc(=O)n3ccccc3n2)CC1	2.2	10	3	13	1.6	-1.0	1	-3	3.4
COc1ccc2nc(NCc3ccc(OC)c(OC)c3OC)sc2c1	.	.	0	3	.	-1.2	-7	0	2.7
CCOC(=O)c1c(NC(=O)Cn2cnc3scc(-c4ccc(C)cc4)c3c2=O)sc(C)c1C	0.8	0	-1	17	1.8	-2.1	24	8	.
Cc1ccccc1NS(=O)(=O)c1cc(C(=O)N2CCc3ccccc3C2)ccc1C	?	-5	0	7	-1.1	-1.6	2	-1	.
CN(C)S(=O)(=O)c1ccc(Cl)c(C(=O)NCCNC(=O)c2cc(S(=O)(=O)N(C)C)ccc2Cl)c1	-3.3	-2	-2	1	0.1	0.7	16	-4	.
CC(=O)Nc1ccc(-c2ccnc3c2CC(C)(C(=O)Nc2ccc(F)c(Cl)c2)O3)cc1 (configuration not stated)	-0.3	-2	4	-3	.	-3.5	6	-3	0.7
CC1(C(=O)OCC(=O)Nc2nnc(-c3ccccc3)o2)CC1(Cl)Cl (configuration not stated)	-8.3	-20	2	2	-0.4	3.9	-5	3	.
O=C(OCn1ncc(Cl)c(Cl)c1=O)c1cccc(C(F)(F)F)c1	1.1	1	-1	-4	0.0	-0.9	.	.	-2.9
COc1ccc(-c2nc3n(n2)C(c2ccccc2)C2=C(CCCC2=O)N3)cc1OC (configuration not stated)	.	.	2	8	0.6	-1.4	-2	-2	0.0
CC1(C(=O)NS(=O)(=O)C2CC2)CCN(C(=O)CSc2ccccc2)C1 (configuration not stated)	0.2	0	-1	6	.	-0.7	-3	-2	0.3
Cc1onc(-c2ccccc2)c1C(=O)Nc1ccc(-c2nnc3n2CCCCC3)cc1	3.9	-9	4	6	-1.4	-2.7	5	-2	1.0
COC(=O)c1sccc1NC(=O)CSc1ccccc1NS(=O)(=O)c1cc(Cl)ccc1Cl	0.8	4	-3	-4	-1.4	-4.4	4	5	-1.5
Cc1ccc(S(=O)(=O)N[C@@H](Cc2ccccc2)C(=O)N2CCC(C(=O)N[C@@H](CC(C)C)C(=O)O)CC2)cc1	0.8	13	-4	-11	1.7	-0.5	-6	1	0.2
COc1cccc(N/C(SC)=C(/C#N)C(=O)NCc2cccs2)c1	-0.7	-6	-3	15	1.7	-0.6	7	0	.
CCCc1ccc(C(=O)NNC(=O)c2ccc(Br)cc2)cc1	0.0	-7	-1	2	1.5	0.3	-4	7	-4.2
CCOC(=O)c1ccc[n+](C(C)C(=O)c2ccc(-c3ccccc3)cc2)c1 (configuration not stated)	0.7	2	5	8	-2.5	-1.3	0	-6	.
CN(C)C(=O)N1CCNCC1	0.7	-4	3	-3	-1.1	-3.0	10	0	.
CN(C)c1ccc(C(=O)OCC(=O)NCCNC(=O)COC(=O)c2ccc(N(C)C)cc2)cc1	-1.0	1	-2	29	1.4	-1.8	15	7	-0.3
CC1CCCC(NC(=O)C2COc3ccccc3O2)C1C (configuration not stated)	2.3	7	-1	-4	-1.2	-2.1	7	-1	-1.1
O=C(NCc1ccccc1)C(c1ccc(O)cc1)N(C(=O)Cn1nnc(-c2cccs2)n1)c1ccc2c(c1)OCCO2 (configuration not stated)	-0.7	4	1	12	-1.5	0.1	2	0	-1.6
CCOC(=O)CNC(=O)CSc1ccc(-c2nc3ccccc3[nH]2)cn1	-1.1	?	27	16	-0.6	-4.9	-14	-7	0.4
CSCCC(NC(=O)c1ccco1)C(=O)N1CCN(Cc2ccccc2)CC1 (configuration not stated)	-0.9	3	6	9	0.2	0.1	-8	3	0.2
O=C(Nc1cccnc1)c1ccc(Oc2ccccc2)cc1	1.1	-9	-5	2	5.6	-2.8	2	1	69*
COc1ccccc1NC(=O)Cn1cnc2sc(C(=O)NCc3ccco3)c(C)c2c1=O	0.0	1	-3	9	-0.9	-5.5	7	-8	0.0
CCOC(=O)Cc1csc(NS(=O)(=O)c2ccc3c4c(cccc24)C(=O)N3CC)n1	-0.5	-6	-1	9	1.5	1.2	8	-5	7.0
COc1cc(C#N)c(N=C(SCC#N)N2CCOCC2)cc1OC	-0.4	-8	4	2	0.4	0.1	-3	-4	-0.5
C/C(=N\NC(=O)C(c1ccccc1)c1ccccc1)c1ccc(O)cc1	2.4	17	1	14	-0.5	-2.4	10	-2	0.2
O=C(NC1CCCc2ccccc21)c1ccc([N+](=O)[O-])cc1 (configuration not stated)	-2.6	-4	1	0	-0.6	-2.0	-7	-16	0.1
C=CCS(=O)(=O)c1cccc2cccnc12	0.6	-4	-2	-1	-0.1	-2.0	-10	0	.
Cc1ccccc1C(=O)NCC(=O)OCCOc1ccc(C(C)C)c(C)c1	.	.	5	4	2.1	-2.5	2	-1	0.2
CCC(C)/C(C)=N/NC(=O)C1COc2ccccc2O1 (configuration not stated)	-0.2	1	1	3	1.4	-4.4	-2	11	.

Screening data: PubChem BioAssay, several laboratories
